# Screens (PubChem)
# E coli WT exp: growth inhibitors of E. coli BW25113 wild type. actives 0.15% (n = 98,000). growth inhibition, % at 100 µM. AID 710. OD600 absorbance;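 active = growth inhibition above about 50% at one test dose, limit read from the data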;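 note: growth measured after 20 h incubation at 37 °C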
# PostGolgi ctrl: inhibits growth of the yeast control strain. efflux-deficient yeast background strain, growth absorbance A615, 16 h. inhibition, % at 10 µM. actives 5% (n = 98,000)
# HUVEC prolif 384: blocks proliferation of human endothelial cells. HUVEC proliferation, CellTiter-Glo luminescence, 72 h; stronger effect = lower value. actives 1.1% (n = 86,000). viability, % at 10 µM (by protocol);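 active = viability at or below 30%; inactive = viability above 30%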;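 note: 100% = median luminescence of DMSO-only cell control wells on each plate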
# DAT uptake mod: changed human dopamine transporter uptake under cocaine IC80. LLC-PK1 hDAT cells, [14C]-dopamine uptake with cocaine IC80; actives deviate in either direction. actives 1.3% (n = 110,000). Q01959. B-score at 10 µM. AID 449768;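 active = Z score or B-score, a plate-position-corrected score, falls beyond the plate's 99.7% confidence bounds, in either direction; inactive = both scores lie inside the 99.7% bounds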;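 note: scored against the spread of the other compound wells on the same plate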
# Target sequence (Q01959 whole entry, looked up): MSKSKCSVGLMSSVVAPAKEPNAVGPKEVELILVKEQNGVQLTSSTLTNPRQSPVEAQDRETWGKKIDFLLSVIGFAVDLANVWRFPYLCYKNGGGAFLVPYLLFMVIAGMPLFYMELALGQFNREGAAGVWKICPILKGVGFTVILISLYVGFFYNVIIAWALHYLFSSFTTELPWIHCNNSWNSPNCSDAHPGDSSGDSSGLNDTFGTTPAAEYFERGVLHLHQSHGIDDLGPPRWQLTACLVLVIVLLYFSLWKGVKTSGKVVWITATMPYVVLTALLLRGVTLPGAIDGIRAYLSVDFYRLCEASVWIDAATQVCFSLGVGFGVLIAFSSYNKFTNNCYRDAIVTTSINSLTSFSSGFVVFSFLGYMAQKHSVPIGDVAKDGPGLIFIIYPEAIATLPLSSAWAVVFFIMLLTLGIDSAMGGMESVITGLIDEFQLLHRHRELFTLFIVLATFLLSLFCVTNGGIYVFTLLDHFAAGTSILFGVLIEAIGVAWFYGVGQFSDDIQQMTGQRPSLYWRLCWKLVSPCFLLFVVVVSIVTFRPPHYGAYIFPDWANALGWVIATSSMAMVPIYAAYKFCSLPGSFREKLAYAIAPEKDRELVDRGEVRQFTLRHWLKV
# S1P2 ag: activates the human S1P2 receptor; O95136; S1P2-expressing cell line, agonist reporter read-out; activation, % at 4.5 µM; actives 0.46% (n = 97,000); in the data active = activation above about 16%;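 note: 0% = vehicle low control and 100% = maximal reference agonist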
# Target sequence (O95136 whole entry, looked up): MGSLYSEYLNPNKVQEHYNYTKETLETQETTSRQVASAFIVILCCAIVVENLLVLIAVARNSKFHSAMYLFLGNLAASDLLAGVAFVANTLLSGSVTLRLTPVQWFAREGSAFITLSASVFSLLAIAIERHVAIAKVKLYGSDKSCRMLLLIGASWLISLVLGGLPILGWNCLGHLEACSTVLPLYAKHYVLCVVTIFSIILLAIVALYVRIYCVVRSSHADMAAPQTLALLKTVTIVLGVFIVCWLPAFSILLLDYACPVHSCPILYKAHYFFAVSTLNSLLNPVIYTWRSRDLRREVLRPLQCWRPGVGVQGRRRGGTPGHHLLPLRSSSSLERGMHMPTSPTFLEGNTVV
# PostGolgi yeast: growth inhibition of a yeast mutant, post-Golgi transport screen; post-Golgi transport phenotypic cell assay; inhibition, % at 10 µM; actives 0.9% (n = 98,000);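 note: yeast cells grown in 1536-well plates; yeast grown about 18 h at 30C before absorbance read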
# S1P2 antag: S1P2 (human) receptor antagonism. AID 736. O95136. cell-based S1P2 antagonist assay, inhibition at 5 uM. actives 0.21% (n = 97,000). inhibition, % at 5 µM; in the data active = inhibition above about 45%;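 note: CRE beta-lactamase reporter cells expressing human S1P2 stimulated with S1P; 0% = agonist at EC80 alone and 100% = agonist plus reference antagonist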
# Lung fibro prol: blocks proliferation of human lung fibroblasts | viability, % at 10 µM | AID 719 | LL 47 human lung fibroblast viability, ATP luminescence; stronger effect = lower value | actives 1.1% (n = 85,000);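 active = viability at or below 50% in the single dose screen; inactive = viability above 50%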;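 note: compound exposure lasted 72 h before the ATP readout; 100% = median luminescence of untreated cell-only wells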
#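 Material: human LL 47 lung fibroblast cells; quantity: 1,150 cells/well; medium: IMEM plus 15% FBS; doses: 0.1% DMSO in all compound wells; timing: overnight attachment after seeding, then 72 h compound exposure at 37 °C; detection: CellTiter-Glo luminescence; measure: % viability of median cell-only signal; controls: cell-only wells, no compound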
# H69AR inhibit: blocks growth of human H69AR lung tumor cells; H69AR lung tumor viability, ATP luminescence, 72 h; stronger effect = lower value; viability, % at 10 µM; AID 598; actives 6% (n = 85,000);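 active = viability at or below 40%; inactive = viability above 40%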;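 note: multidrug resistant small cell line overexpressing MRP-1 efflux transporter; 100% = mean luminescence of untreated control wells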
# An asterisk follows results filed as active; / = not tested or not shown. Cut-off read from the data, not from the text of the source, unless noted: active = inhibition above about 30%; inactive = the rest.
SMILES,E coli WT exp,PostGolgi ctrl,HUVEC prolif 384,DAT uptake mod,S1P2 ag,PostGolgi yeast,S1P2 antag,Lung fibro prol,H69AR inhibit
CCCCOc1ccccc1C1C(C(=O)OC)=C(C)N(C)C(C)=C1C(=O)OC,/,/,92,0.49,-1,/,-20,95,90
COc1cc2c(cc1NC(=O)CC1SC(N3CCCC3)=NC1=O)oc1ccccc12 (configuration not stated),-10,11,87,-8.3*,-11,-1,14,86,68
Cc1ccc(N2C(=O)CC3(CC4C=CC3C4)C2=O)cc1 (configuration not stated),3,3,97,-0.047,-1,23,-9,110,101
CCOC(=O)c1ccc(NS(=O)(=O)c2c(C)n(C)c(=O)n(C)c2=O)cc1,5,1,96,0.063,-3,7,18,91,94
C=CCNC(=O)c1onc(CSc2ccc(F)c(F)c2)c1C(=O)O,1,-7,/,-1.2,-7,28,1,/,/
COC(=O)C1=C(C)N=c2s/c(=C/c3ccoc3)c(=O)n2C1c1ccccc1 (configuration not stated),-12,59*,94,-0.48,1,6,-5,99,92
Cc1cc(SCC(=O)c2cc3ccccc3o2)nc2ccccc12,1,-4,96,0.13,-4,-3,16,92,76
O=C(COc1cc(Cl)c(Cl)cc1Cl)Nn1cnnc1,6,0,102,-0.09,-3,10,-1,99,107
O=C(CCl)N(c1ccccc1)c1c[nH]c2ccccc12,10,18,6.9*,0.43,-8,17,27,1.7*,0.4*
CN1CCN(S(=O)(=O)c2ccc(=O)[nH]c2)CC1,-4,1,86,-0.64,-4,-2,29,103,96
COC(=O)c1ccc(N/C=C/C(=O)c2ccc(OC)c(OC)c2)cc1,-5,-5,/,0.86,-4,-3,-5,/,/
O=C(Nn1cnc2ccccc2c1=O)C1CCCCC1,-7,19,97,-0.0097,2,-3,10,102,110
CCOc1ccc(CCNC(=O)CCn2cccc2)cc1OCC,4,-2,/,-4.3*,-4,-3,4,/,/
COc1ccc2c(C)cc(SCC(=O)N3CCOCC3)nc2c1,5,14,100,1.3,-7,-2,8,96,83
CC1CCN(c2nc(-c3ccccc3)cc(C(F)(F)F)n2)CC1,-5,9,88,-0.79,-4,7,8,90,75
CC1=C(C(=O)N2CCN(C(=O)c3ccco3)CC2)C2(CCC(C)CC2)OC1=O (configuration not stated),0,5,/,-0.17,-4,3,7,/,/
CCOC(=O)c1ccc(N=C2NC(=O)CS2)cc1,4,-2,91,0.43,-1,5,-11,98,98
COc1ccc(S(=O)(=O)N2CCN(c3c(C)cccc3C)CC2)cc1OC,-3,31*,93,0.27,-7,11,-23,93,93
CCCCN1CCc2c([nH]c3c(C)cccc23)C1=O,/,/,114,2.1,/,/,/,99,82
CC(C)NC(=O)c1ccc(-c2ccc(Cl)c(C(F)(F)F)c2)o1,0,8,101,-0.48,-4,0,-15,102,95
COCCNC(=O)CCSCc1ccccc1F,3,5,97,-0.18,/,-4,/,106,90
Cn1cccc1Cc1nnc(SCC(=O)NCc2ccco2)n1-c1ccc(F)cc1,7,12,/,0.37,-8,-2,-6,/,/
Clc1ccccc1-c1cc(COc2ccc3ccccc3c2)no1,-4,2,/,1.2,-5,-3,1,/,/
CCOc1ccc(N2C(N)=NC(N)=NC2(C)C)cc1,4,3,96,0.0028,-4,-17,-6,104,94
Cc1ccc2c(Cl)c(C(=O)NCC3CCCO3)sc2c1 (configuration not stated),1,15,/,-0.37,-6,-6,-2,/,/
CCOc1ccccc1N(CC(=O)Nc1ccccc1C(=O)O)S(C)(=O)=O,9,7,110,-0.19,-12,11,0,101,103
O=C(CSc1nnc(CCCO)n1-c1ccccc1)NCCc1ccccc1,-3,-1,83,-0.19,-2,-2,-10,99,90
COc1ccc(CC2S/C(=C(\C#N)C(=O)NCc3ccco3)N(c3ccc(C)cc3)C2=O)cc1 (configuration not stated),-5,2,92,-0.98,-6,2,-2,91,90
CCC(C)NC(=O)Cn1c(=O)n(-c2ccccc2)c(=O)c2ccc(C(=O)NCc3ccco3)cc21 (configuration not stated),-7,2,106,1,-6,-8,23,94,94
Cc1cc(SCC#N)n2nc(C)c(-c3ccc(Cl)cc3)c2n1,4,-4,50,0.14,39*,3,-35,82,43
CNS(=O)(=O)c1cccc(C(=O)OCc2cc(Cl)cc3c2OCOC3)c1,-18,19,75,0.013,-6,-1,-5,89,95
Clc1ccc(Nc2ncnc3c2cnn3-c2ccccc2)cc1,-3,15,93,-0.016,/,2,/,100,95
CCC(C)NC(=O)CS(=O)(=O)Cc1nc(-c2cccc(OC)c2)oc1C (configuration not stated),-5,15,102,-0.6,-4,1,6,97,94
O=C(COC(=O)c1cccnc1)Nc1cccc(Cl)c1,9,14,101,-1.1,0,4,-6,104,97
Cn1c(SCC(=O)NCc2cccs2)nnc1-c1ccc(S(=O)(=O)N2CCCC2)cc1,-5,11,99,0.087,-2,-2,0,99,94
CCN(CC)CCNC(=O)CCCNC(=O)Cn1cnc2sc(C)c(C)c2c1=O,2,10,/,-0.23,5,-1,-4,/,/
Cn1c(=O)oc2cc(S(=O)(=O)NCCN3CCc4ccccc4C3)ccc21,-4,17,100,-0.62,/,3,/,92,96
C=CCOc1ccc(CNc2nn[nH]n2)cc1,-3,-2,86,0.28,-5,28,-3,97,92
CC1CC(C)(C)CC2(C1)NC(=S)N(c1ccccc1)N2 (configuration not stated),0,3,34,-0.022,-6,-5,13,104,97
Cc1cccc(Nc2ncc3c(n2)CC(c2ccco2)CC3=O)c1 (configuration not stated),-4,20,92,0.56,-2,-1,6,102,30*
COc1ccccc1-n1cc(C(=O)NCC(=O)N2CCN(c3ccccc3)CC2)c2ccccc2c1=O,-8,6,107,0.8,-2,-2,4,98,93
CC(C)(C)N(Cc1ccccc1)C(=O)CSc1nc2ccccc2c(=O)[nH]1,7,26,78,-0.41,-2,2,2,93,65
O=C(Cn1cnc2c(oc3ccccc32)c1=O)NCCc1ccccc1,/,/,83,-0.17,-5,/,26,100,95
Cc1cc(C)n2c(Nc3ccc4c(c3)OCCO4)c(-c3ccc(C)o3)nc2n1,0,2,97,0.62,-5,-2,-16,95,80
O=c1c2c(ncn1CCO)nc1n2CCC1,/,/,100,0.78,-4,/,19,94,95
CC(C)c1c(O)nc(SCCN2CCOCC2)[nH]c1=O,-1,16,83,-0.71,-1,2,-5,95,100
CC1(C)CC(=O)C2=C(C1)N(Cc1ccco1)C(=O)NC2(C(F)(F)F)C(F)(F)F,-8,20,87,0.54,-1,-2,-38,105,95
COc1cccc(-n2c(SCC(N)=O)nc3c([nH]c4ccccc43)c2=O)c1,5,4,72,/,/,-3,/,66,23*
CCn1nc(CCC(=O)O)c2ccccc2c1=O,/,/,96,0.065,-2,/,-9,/,101
O=C(NCC(c1cccnc1)N1CCN(c2ccc(F)cc2)CC1)c1ccc2c(c1)OCO2 (configuration not stated),-9,-2,101,0.89,-5,4,8,97,90
COC(=O)c1nc2n(n1)C(c1cc(OC)ccc1OC)C(C(=O)OC1CCCCC1)=C(C)N2 (configuration not stated),-9,4,/,1,-5,17,10,/,/
C=CCn1c(NCCO)nc2c1c(=O)n(C)c(=O)n2C,-7,19,97,-0.65,-5,3,18,100,90

# Given tab-delimited: entries from further up.
compound	E coli WT exp	PostGolgi ctrl	HUVEC prolif 384	DAT uptake mod	S1P2 ag	PostGolgi yeast	S1P2 antag	Lung fibro prol	H69AR inhibit
CCC(C)NC(=O)CS(=O)(=O)Cc1nc(-c2cccc(OC)c2)oc1C (configuration not stated)	-5	15	102	-0.6	-4	1	6	97	94
O=C(COC(=O)c1cccnc1)Nc1cccc(Cl)c1	9	14	101	-1.1	0	4	-6	104	97
Cn1c(SCC(=O)NCc2cccs2)nnc1-c1ccc(S(=O)(=O)N2CCCC2)cc1	-5	11	99	0.087	-2	-2	0	99	94
CCN(CC)CCNC(=O)CCCNC(=O)Cn1cnc2sc(C)c(C)c2c1=O	2	10	/	-0.23	5	-1	-4	/	/
Cn1c(=O)oc2cc(S(=O)(=O)NCCN3CCc4ccccc4C3)ccc21	-4	17	100	-0.62	/	3	/	92	96
C=CCOc1ccc(CNc2nn[nH]n2)cc1	-3	-2	86	0.28	-5	28	-3	97	92
CC1CC(C)(C)CC2(C1)NC(=S)N(c1ccccc1)N2 (configuration not stated)	0	3	34	-0.022	-6	-5	13	104	97
Cc1cccc(Nc2ncc3c(n2)CC(c2ccco2)CC3=O)c1 (configuration not stated)	-4	20	92	0.56	-2	-1	6	102	30*
COc1ccccc1-n1cc(C(=O)NCC(=O)N2CCN(c3ccccc3)CC2)c2ccccc2c1=O	-8	6	107	0.8	-2	-2	4	98	93
CC(C)(C)N(Cc1ccccc1)C(=O)CSc1nc2ccccc2c(=O)[nH]1	7	26	78	-0.41	-2	2	2	93	65
O=C(Cn1cnc2c(oc3ccccc32)c1=O)NCCc1ccccc1	/	/	83	-0.17	-5	/	26	100	95
Cc1cc(C)n2c(Nc3ccc4c(c3)OCCO4)c(-c3ccc(C)o3)nc2n1	0	2	97	0.62	-5	-2	-16	95	80
O=c1c2c(ncn1CCO)nc1n2CCC1	/	/	100	0.78	-4	/	19	94	95
CC(C)c1c(O)nc(SCCN2CCOCC2)[nH]c1=O	-1	16	83	-0.71	-1	2	-5	95	100
CC1(C)CC(=O)C2=C(C1)N(Cc1ccco1)C(=O)NC2(C(F)(F)F)C(F)(F)F	-8	20	87	0.54	-1	-2	-38	105	95
COc1cccc(-n2c(SCC(N)=O)nc3c([nH]c4ccccc43)c2=O)c1	5	4	72	/	/	-3	/	66	23*
CCn1nc(CCC(=O)O)c2ccccc2c1=O	/	/	96	0.065	-2	/	-9	/	101
O=C(NCC(c1cccnc1)N1CCN(c2ccc(F)cc2)CC1)c1ccc2c(c1)OCO2 (configuration not stated)	-9	-2	101	0.89	-5	4	8	97	90
COC(=O)c1nc2n(n1)C(c1cc(OC)ccc1OC)C(C(=O)OC1CCCCC1)=C(C)N2 (configuration not stated)	-9	4	/	1	-5	17	10	/	/
C=CCn1c(NCCO)nc2c1c(=O)n(C)c(=O)n2C	-7	19	97	-0.65	-5	3	18	100	90
